# High-throughput results: PubChem, Icahn School of Medicine at Mount Sinai
# RBX1-CUL1 inh = inhibitors of human ROC1-CUL1 ubiquitin ligase activity | E3 ubiquitin-protein ligase RBX1 (Homo sapiens) + Cullin-1 (Homo sapiens), P62877+Q13616 | in vitro K48 di-Ub FRET, acceptor:donor ratio, 45 min | inhibition, % at 10 µM | 140,000 compounds, 0.6% hits | AID 1347404, 2020; in the data active = inhibition above about 25%
# Target sequence (P62877 whole entry, looked up): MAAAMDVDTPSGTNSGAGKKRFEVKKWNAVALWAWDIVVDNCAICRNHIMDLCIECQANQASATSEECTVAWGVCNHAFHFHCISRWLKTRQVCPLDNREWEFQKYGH
# Target sequence (Q13616 whole entry, looked up): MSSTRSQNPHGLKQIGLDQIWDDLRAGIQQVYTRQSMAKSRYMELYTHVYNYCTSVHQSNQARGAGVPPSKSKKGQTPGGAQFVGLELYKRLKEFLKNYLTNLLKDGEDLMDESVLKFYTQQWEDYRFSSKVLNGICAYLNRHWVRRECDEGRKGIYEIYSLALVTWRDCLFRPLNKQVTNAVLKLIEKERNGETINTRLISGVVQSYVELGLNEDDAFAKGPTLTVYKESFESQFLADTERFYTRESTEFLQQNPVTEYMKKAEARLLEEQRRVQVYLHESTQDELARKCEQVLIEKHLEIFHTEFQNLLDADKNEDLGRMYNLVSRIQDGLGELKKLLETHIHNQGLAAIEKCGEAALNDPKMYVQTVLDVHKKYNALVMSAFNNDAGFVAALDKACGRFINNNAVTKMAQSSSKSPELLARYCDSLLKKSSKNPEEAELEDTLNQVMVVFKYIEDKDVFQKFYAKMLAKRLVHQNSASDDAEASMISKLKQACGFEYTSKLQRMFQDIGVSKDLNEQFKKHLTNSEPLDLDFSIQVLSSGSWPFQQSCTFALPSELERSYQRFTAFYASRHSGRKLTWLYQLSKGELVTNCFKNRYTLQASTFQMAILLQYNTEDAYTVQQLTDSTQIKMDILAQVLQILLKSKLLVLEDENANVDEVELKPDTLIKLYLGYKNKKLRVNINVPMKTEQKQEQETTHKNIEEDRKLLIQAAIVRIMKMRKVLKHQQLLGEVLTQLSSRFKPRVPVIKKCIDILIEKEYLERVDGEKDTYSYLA
# Active calls of the source: *. These rows are one share of the data (hit frequency here may not be typical).
SMILES	RBX1-CUL1 inh
O=C(O)c1ccc(NC(=O)c2cc3ccccc3o2)cc1	9
O=C1c2ccccc2C(=O)C1(O)O	46*
C=CCNC(=S)NNC(=O)c1ccc(OCCCC)cc1	-1
Cn1nc([N+](=O)[O-])nc1N1CCOCC1	1
O=C(CSc1nc(-c2ccccc2F)nc2cc(=O)[nH]n12)Nc1cccc(C(F)(F)F)c1	-3
O=C(Nc1cccc(Cl)c1)c1nn2c(C(F)(F)F)cc(-c3ccc(Br)cc3)nc2c1Br	-2
Cc1nc(-c2ccncc2)ncc1C(C)NCc1cccnc1 (stereo unspecified)	11
CN(Cc1cnn(C)c1)C(=O)CC1(c2ccccc2)CC(=O)N(CCCOc2cccnc2)C1=O (stereo unspecified)	15
COc1cc(NC(=S)NCCc2ccc(Cl)cc2)c(OC)cc1Cl	10
Cc1ccccc1NCc1ccc(C(=O)OCC(=O)c2ccc3ccccc3c2)cc1	3
C=CCC1(O)CC(c2ccccc2)NC(c2ccccc2)C1C (stereo unspecified)	2
COc1ccc2c(CNC3CCC(C)CC3)c(C(=O)O)n(Cc3ccc(F)cc3)c2c1 (stereo unspecified)	0
CN1C(=O)c2ccccc2Sc2ccc(NC(=O)N3CCN(c4ccc(F)cc4)CC3)cc21	6
CN(C)CCNC(=O)c1ccc2nc(CCc3ccccc3)oc2c1	-9
CCSc1nnc2sc3ccccc3n12	0
O=C(COc1ccc(-n2cnnn2)cc1)Nc1cccc(Br)c1	-2
COc1cccc(CCC(=O)N2CCCC(c3nc(-c4cccnc4)ncc3-c3ccccc3F)C2)c1 (stereo unspecified)	6
CCCCC(CC)C(=O)Nc1nnc(SC)s1 (stereo unspecified)	-6
O=C(CSc1nccn1Cc1ccccc1)Nc1ccc2c(c1)OCCO2	-3
COc1ccc(-c2nc(C)c(CCNC(=O)c3ccco3)s2)cc1	-6
C=CCS(=O)(=O)N1CCCC1C(=O)Nc1ccccc1-c1ccc(OC)cc1 (stereo unspecified)	7
CC1(C)OC2C(CSC#N)OC(n3ccc(=O)[nH]c3=O)C2O1 (stereo unspecified)	-4
COc1ccccc1N=C1C(=O)N(c2ccc(C)cc2)C(=O)C1Cl (stereo unspecified)	6
COCc1cccc(NC2(c3ccccc3)C(=O)c3ccccc3C2=O)c1	0
Cc1ccc(OCC(=O)Nc2ccc3nn(-c4ccc(Cl)cc4)nc3c2)cc1	-1
Cc1n[nH]c(=O)c2nn(-c3ccccc3F)c(C)c12	-1
CC(=O)Nc1ccc(NC(=O)CSc2nnc3c4cc(Br)ccc4n(C)c3n2)cc1	-1
CCc1ccc(NS(=O)(=O)c2ccc3c(c2)C(=O)C(C(=O)N2CCCCCC2)C=N3)cc1 (stereo unspecified)	-1
c1ccc(-c2nc(NC3CCCCC3)sc2-c2ccccc2)cc1	11
COC(=O)c1c(N)sc2c1CCC(C(C)(C)C)C2 (stereo unspecified)	-4
Cc1cccc(C)c1NC(=O)CN(Cc1ccc(Br)cc1)S(=O)(=O)c1ccccc1	0
Cc1ccc(-c2nnc(N3CCN(CC(=O)Nc4nc(C)c(C)s4)CC3)nc2-c2ccc(C)cc2)cc1	8
Cc1ccc(S(=O)(=O)NC(=O)Nc2ccccc2Sc2nnnn2-c2ccccc2)cc1	5
COC(=O)CCC(=O)Oc1ccc(-c2ccccc2)cc1	-3
CCN1CCC(NC(=O)c2sc3ccccc3c2Cl)CC1	-1
CC(=O)C(C(=O)c1ccccc1)=S(C)C	-11
CCCCNC(=O)COc1ccc(C)cc1	-11
O=C(N/N=C/c1ccco1)c1cccc(NC(=O)c2ccc(F)cc2)c1	-2
CC1CCc2onc(C(=O)N3CCN(c4ccccc4)CC3)c2C1 (stereo unspecified)	-14
CCOC(=O)N1CCC(NC2CCN(c3ccc(NC(=O)Cc4cccc(Cl)c4)cc3)CC2)CC1	-10

# Shown as a hit in RBX1-CUL1 inh, of those listed so far:
SMILES	RBX1-CUL1 inh
O=C1c2ccccc2C(=O)C1(O)O	46*

# (further entries)
SMILES	RBX1-CUL1 inh
COC(=O)CN1CC(c2ccccc2)NC1=S (stereo unspecified)	-4
CCCS(=O)(=O)c1c(S(=O)(=O)CCC)c2cc(-c3ccncc3)ccn2c1C(=O)c1ccc(C)cc1	-3
COc1ccc(-n2nc3cc(C)c(NC(=O)Cc4ccc(Cl)cc4)cc3n2)cc1	22
CCNC(=S)NNC(=O)Cc1ccccc1	0
FC(F)(F)c1cccc(-c2nnc3sc(-c4ccccc4)nn23)c1	-1
Cc1coc2c(C)c3oc(=O)c(CCC(=O)NCCc4ccc(Cl)cc4)c(C)c3cc12	-8
Cn1c(C2CCCC(=O)C2)cc2ccccc21 (stereo unspecified)	3
N#CC1C(=O)N=C(SCc2ccc(Cl)cc2)C(C#N)C12CCCC2 (stereo unspecified)	11
C=C(C)CN1N=C(C)C(C)n2c1nc1c2c(=O)n(C/C=C/C)c(=O)n1C (stereo unspecified)	15
CCc1ccc(NC(=O)C(=O)NCC(c2ccc3c(c2)OCO3)N2CCOCC2)cc1 (stereo unspecified)	7
CCc1nnc(NS(=O)(=O)c2ccc(N=CCC(=O)c3ccc4c(c3)OCO4)cc2)s1	10
O=C(CCn1nc(-c2ccc(Cl)cc2)c2ccccc2c1=O)Nc1ccc(OC(F)(F)F)cc1	1
Cc1ccccc1-c1cnnc(N(C)Cc2nc3ccc(F)cc3[nH]2)n1	-5
Cc1cccc(NC(=O)Cc2ccc(-n3c(C)nc4cccnc43)cc2)c1C	-1
COc1ccc(C(=O)N2CCC(C(N)=O)CC2)cc1C	5
Cc1cc(C(=O)Nc2ccc3oc(-c4ccc(Cl)cc4)nc3c2)ccc1[N+](=O)[O-]	-12
CC(=O)c1ccc2c(c1O)C=CC(C)(C)O2	3
Cc1cc(=O)oc2cc(OS(=O)(=O)c3ccccc3)ccc12	8
Cc1ccccc1Cn1cc(C(=O)N(C)C2CC(C)(C)NC(C)(C)C2)nn1	-2
COc1ccc(-n2c(-c3ccncc3)n[nH]c2=S)cc1	-7

# An excerpt from above in order of count of non-hydrogen atoms, descending:
SMILES	RBX1-CUL1 inh
O=C(CCn1nc(-c2ccc(Cl)cc2)c2ccccc2c1=O)Nc1ccc(OC(F)(F)F)cc1	1
Cc1ccccc1Cn1cc(C(=O)N(C)C2CC(C)(C)NC(C)(C)C2)nn1	-2
COc1ccc(C(=O)N2CCC(C(N)=O)CC2)cc1C	5

# Given field by field: part of the list above.
Cc1ccccc1-c1cnnc(N(C)Cc2nc3ccc(F)cc3[nH]2)n1
- RBX1-CUL1 inh: -5

Cn1c(C2CCCC(=O)C2)cc2ccccc21 (stereo unspecified)
- RBX1-CUL1 inh: 3

C=C(C)CN1N=C(C)C(C)n2c1nc1c2c(=O)n(C/C=C/C)c(=O)n1C (stereo unspecified)
- RBX1-CUL1 inh: 15

Cc1cc(C(=O)Nc2ccc3oc(-c4ccc(Cl)cc4)nc3c2)ccc1[N+](=O)[O-]
- RBX1-CUL1 inh: -12

# Remaining list, next part
SMILES	RBX1-CUL1 inh
Cc1ccc(-c2nnc(-n3cnc4ccccc43)c3ccccc23)cc1	4
O=C(Nc1ccc2c(c1)CCCN2C(=O)c1cccs1)c1ccccc1C(F)(F)F	-6
O=C(c1ccc(Cl)cc1)c1c2c(=O)n(CCO)c(=O)c2cc2c(=O)n(CCO)c(=O)c12	3
CC(=O)c1ccc(NC(=O)Cn2c(=O)cc(C)c3c(C)nn(-c4cccc(F)c4)c32)cc1	4
c1ccc(-n2nnnc2-c2cnc(-c3cccnc3)nc2-c2cccs2)cc1	7
COc1ccc2c(c1)c1c(c(=O)n(-c3cc(Cl)ccc3C)c(=O)n1CC(=O)N1CCCC1)n2C	-1
CC(C)COc1ccc(C(=O)Nc2cc3nn(-c4ccccc4)nc3cc2Cl)cc1	3
CCOc1cc(CNC(=O)c2ccc(C)c(NC(=O)c3nsc4ccccc34)c2)ccc1OC	-7
CCC(C)C(C(=O)OC)N1CCN(C(C(=O)OC)C(C)CC)CC1 (stereo unspecified)	0
CN(C)CCSC1Cc2cc(Cl)ccc2Sc2ccccc21 (stereo unspecified)	0
Cc1ccc(S(=O)(=O)n2c3ccc([N+](=O)[O-])cc3c3cc([N+](=O)[O-])ccc32)cc1	7
CCc1cccc(NC(=O)c2cnoc2C)c1	-1
CCn1cc(C(=O)NCCc2ccc(OC)c(OC)c2)c(=O)c2cc(S(=O)(=O)N3CCC(C)CC3)ccc21	5
Cc1ccc(S(=O)(=O)N2N=C(C(C)C)CC2(O)C(F)(F)F)cc1 (stereo unspecified)	-10
COc1cccc(C2C(C(=O)Nc3ccccc3)C(C)=Nc3nc(-c4ccccc4)nn32)c1 (stereo unspecified)	-1
COc1ccccc1CNC(=O)C1CCCN(S(=O)(=O)c2ccc3c(c2)CCCN3C(C)=O)C1 (stereo unspecified)	2
CCOC(=O)c1sc(NC(=O)c2nc3ncccn3n2)c(C(=O)OC)c1C	-1
Cc1ccc(C2=Nc3nc4ccccc4n3C(c3ccccc3C)C2)cc1 (stereo unspecified)	6
COc1cccc(NC(=O)Nc2ccc3c(c2)N(C)C(=O)c2ccccc2S3)c1	-4
CCCN1C(=O)C(Cc2nc3ccccc3c(=O)n2-c2ccc(OC)cc2)c2cc(C)ccc21 (stereo unspecified)	-1

# Going on with the list:
canonical_smiles | RBX1-CUL1 inh
O=C(NCc1ccc(F)cc1)c1ccc(Br)s1 | -3
Cc1ccc(CNC(=O)CCCc2nnc3n(C)c(=O)c4sccc4n23)cc1 | -3
O=C(O)c1ccc2c(c1)C1C=CCC1C(c1cccc3ccccc13)N2 (stereo unspecified) | 95*
CN1C(=O)C(=NCCc2ccccc2)C2c3ccccc3C(=O)c3cccc1c32 (stereo unspecified) | 36*
CCOC(=O)c1ccc(NC(=O)c2c(NCc3sccc3C)sc3c2CCC(C)C3)cc1 (stereo unspecified) | -3
COc1c(Br)cc(Br)cc1/C=N/n1c(-c2ccccc2)n[nH]c1=S | -9
COCCN1CC(C(=O)N2CCC(CCC(=O)NCc3ccc(F)cc3)CC2)CC1=O (stereo unspecified) | -1
CCCCOc1ccc(S(=O)(=O)Nc2ccc(C)c(Cl)c2)cc1 | -4
COc1nc(-c2ccc(C)cc2)ccc1-c1noc(-c2ccccc2Br)n1 | 1
CC(=O)N1N=C(c2ccc(Cl)cc2Cl)CC1c1ccccc1 (stereo unspecified) | -1
Fc1ccc(Cc2nnc3sc(-c4ccc(Cl)cc4Cl)nn23)cc1 | -12
Cc1cccc(NC(=O)CSc2nc3scc(-c4ccc(C)o4)c3c(=O)n2-c2ccccc2)c1 | 1
CN(C(=O)c1cc2nc(-c3ccccc3)cc(C(F)(F)F)n2n1)c1ccc(OC(F)(F)Cl)cc1 | 2
CCc1noc(-c2ccc(N(C)Cc3ccc(OC)cc3)c([N+](=O)[O-])c2)n1 | -1
O=C(CCS(=O)(=O)c1ccccc1)N(Cc1cccnc1)c1nc2c(Cl)cccc2s1 | 3
Cc1ccc(-c2nnc(SCc3ccccc3)o2)cc1 | -6
CCOc1cc(/C=C2\C(=O)NN(c3ccc(C)c(C)c3)C2=O)cc(I)c1O | 0
COc1cccc2c1cc1c(=O)n(CC(=O)N3CCN(c4cccc(C)c4)C(C)C3)nc(C)n12 (stereo unspecified) | -1
Cc1ccc(C2=Nc3ccc(C)cc3C(c3ccc(C)cc3)=NN2)cc1 | -4
O=C(O)c1ccc(/C=C/c2ccc(C(=O)O)s2)s1 | 0
CCOC(=O)C(C#N)NC(=O)c1ccccc1 (stereo unspecified) | 3
CC(C)c1noc(-c2ccccc2OCC(=O)Nc2ccccc2[N+](=O)[O-])n1 | 0
N#CC1C(=N)C(C#N)(C#N)C2=CCSCC2C1c1ccccc1Cl (stereo unspecified) | 0
O=C(Nc1ccccc1F)c1nc(SCc2ccccc2F)ncc1Cl | -9
Cc1cc(C)cc(NS(=O)(=O)c2ccc3c(c2)C(=O)C(C(=O)N2CCCCC2)C=N3)c1 (stereo unspecified) | -4
CCCc1cc(=O)[nH]c(-c2ccc(CN3CC(N4CCCCC4)C3)cc2)n1 | -4
CC1CN(Cc2cccc3cccnc23)Cc2cc(Cl)ccc2O1 (stereo unspecified) | -9
CCSC1=NC2(CCN(C(=O)NC3CCCCC3)CC2)N=C1c1ccc(C)cc1 | 1
COc1cccc(C2C(C(=O)Nc3ccc(Cl)cc3)C(C)=Nc3nc4ccccc4n32)c1OC (stereo unspecified) | -4
C=CCn1c(SCCOc2ccccc2)nc2sc(C)c(C)c2c1=O | 3
COc1cccc2cc(C(=O)NCCc3c(C)[nH]c4ccc(Br)cc34)c(=O)oc12 | -3
Nc1c(Br)cc2ccccc2c1Br | 11
Cc1[nH]c2ccccc2c1C(c1c(C)[nH]c2ccccc12)C(C)C | -4
Clc1ccc(-c2nnnn2-c2ccc(Cl)c(Cl)c2)cc1 | -1
COC(=O)NC(=S)N1CCOCC1 | 7
COc1cc(C(=O)Nc2cc(C)cc(C)c2)cc(OC)c1OC | -10
CCOc1ccc(CNC(=O)CCC(=O)N2CC(C)Sc3ccccc32)cc1 (stereo unspecified) | -3
COc1cc2c(cc1OC)CN(C(=O)CSc1nc3c(c(-c4ccsc4)c1C#N)CN(C)CC3)CC2 | -1
O=S(=O)(c1ccccc1)c1nc(-c2cccs2)oc1SCc1ccccc1Cl | -9
CCc1ccccc1N(C)C(=O)c1sc2nc3n(c(=O)c2c1C)CCCCC3 | -1
CC(C)C(C(=O)OCC(=O)c1ccc(F)cc1)N1C(=O)C2C3CCC(C3)C2C1=O (stereo unspecified) | 5
CCCCN1C(=O)/C(=C\c2ccc(N3CCOCC3)o2)SC1=Nc1ccccc1 | 3
COCc1cc(C)nc2c1C(=O)NC(c1ccc(F)cc1)N2Cc1ccccc1 (stereo unspecified) | -13

# By substructure, the compounds so far with a COOH group (four)
canonical_smiles | RBX1-CUL1 inh
O=C(O)c1ccc(NC(=O)c2cc3ccccc3o2)cc1 | 9
COc1ccc2c(CNC3CCC(C)CC3)c(C(=O)O)n(Cc3ccc(F)cc3)c2c1 (stereo unspecified) | 0
O=C(O)c1ccc2c(c1)C1C=CCC1C(c1cccc3ccccc13)N2 (stereo unspecified) | 95*
O=C(O)c1ccc(/C=C/c2ccc(C(=O)O)s2)s1 | 0
